Screening data: PubChem BioAssay, National Center for Advancing Translational Sciences (NCATS)
JMJD2A Tudor inh = inhibitors of human JMJD2A Tudor domain | 4.4% of 390,000 active | AID 504339 | AlphaScreen JMJD2A-Tudor / H3K4me3 peptide binding | Potency, µM (doses to about 114 µM), for inactives: top-dose activity change, negative = inhibition, actives largely listed as inhibitors | O75164; further: potency means the concentration at half of the fitted maximal effect; on the % scale 0 is the no-effect control and ±100 the full control effect; nearly all actives have a fitted effect of over 50% in size
BAZ2B block = BAZ2B (human) inhibition; Q9UIF8; AID 504333; Potency, µM (top dose mostly 114 µM), for the others: at the highest dose activity change, negative = inhibition, usual class: inhibitors; 4.4% of 360,000 active; AlphaScreen BAZ2B-H3K14Ac peptide displacement; further: potency means the concentration at half of the fitted maximal effect; on the % scale 0 is the no-effect control and ±100 the full control effect; nearly all actives have a fitted effect of over 60% in size
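AlphaScreen displacement: compounds (up to 110uM) incubated 30 min at room temperature with a preformed 50 nM BAZ2B/50 nM biotinylated H3K14Ac peptide complex in PBS pH 7.4 with Tween-20. Donor and acceptor beads at 10 ug/mL final added, 20 min light-protected before reading.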
ERG-DNA inh = inhibitors of human ERG Ets domain-DNA interaction; 0.028% of 370,000 active; AID 624246; fluorescence polarization, His-ERG Ets domain / labelled DNA; Potency, µM (doses to about 76.9 µM), for the others: at the highest dose FP activity, negative = inhibition, usual class: inhibitors; active means well fitted inhibition curve with a large enough effect in the polarisation, with a control signal flat; inconclusive means small, poorly fitted or top-dose-only effect, or effect the other way, or a change in a side signal; inactive means no such curve, though single readings can be large or run the other way; the % refers to the polarisation;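 further: polarization taken with two DNA probes labelled with fluorescein and Texas red; potency means the concentration at half of the fitted maximal effect; % of control where 0% means no effect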
Target sequence (P11308 whole entry, looked up, the tested form may be a part): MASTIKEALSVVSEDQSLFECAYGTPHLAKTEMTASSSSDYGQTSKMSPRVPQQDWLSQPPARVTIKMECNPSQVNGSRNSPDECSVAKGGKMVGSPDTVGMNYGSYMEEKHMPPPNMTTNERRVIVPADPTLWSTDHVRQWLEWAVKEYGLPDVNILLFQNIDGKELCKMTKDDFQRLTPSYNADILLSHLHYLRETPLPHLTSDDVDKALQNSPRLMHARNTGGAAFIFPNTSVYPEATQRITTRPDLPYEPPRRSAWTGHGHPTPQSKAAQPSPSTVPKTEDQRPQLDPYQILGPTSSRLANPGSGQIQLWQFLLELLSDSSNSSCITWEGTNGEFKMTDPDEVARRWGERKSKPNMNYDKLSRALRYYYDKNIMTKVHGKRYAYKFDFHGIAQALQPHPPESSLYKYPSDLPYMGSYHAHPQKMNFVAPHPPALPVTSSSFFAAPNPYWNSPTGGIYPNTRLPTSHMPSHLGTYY
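His-tagged ERG Ets domain (1 uM in the protein solution; 300mM KCl, 50mM Tris-HCl, 1mM EDTA, 1mM DTT, pH 7.5) received compound, then a probe mix of 5 nM fluorescein-DNA and 100nM Texas-615-DNA. Fluorescence polarization was read for both dyes.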
PI4K2A inh = inhibitors of human PI4K2A | Q9BTU6 | purified PI4K2A, ADP-Glo luminescence, 1 h; hits give low values | activity change, negative = inhibition, % at 76.9 µM | 0.13% of 420,000 active; in the data active means activity change below about -50%; inconclusive means mostly about -30% to -49%;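 further: -100% = wells without enzyme as full effect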
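In this quantitative HTS, ADP production by PI4K2A was quantified luminescently after 1 h at ambient temperature; 100 microM adenosine served as plate-quality control.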
Tb PGK inh = blocks T. brucei phosphoglycerate kinase; PGK/GAPDH coupled, Kinase-Glo luminescence, 60 min; Potency, µM (highest dose often 57.5 µM), without a hit: top-dose activity change, negative = inhibition, most hits filed as inhibitors; 0.043% of 380,000 active; further: potency means the concentration at half of the fitted maximal effect; on the % scale 0 is the no-effect control and ±100 the full control effect; nearly all actives have a fitted effect of over 60% in size
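Recombinant glycosomal PGK reaction used 1,3-bisphosphoglycerate generated in-well by GAPDH (100nM final) in 100mM TEA pH 7.6, 5mM MgCl2, 0.01% Tween-20. After 60 minutes at room temperature, ATP was read by Kinase-Glo Plus luminescence end-point.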
Pin1 inhibitor = human Pin1 inhibition; Pin1 FP peptide displacement, HiFluor488, 10 min; AID 504891; Potency, µM (series often up to 115 µM), inactives show at the top dose activity, negative = inhibition, hits mostly inhibitors; Q13526; 0.009% of 390,000 active; active means well fitted inhibition curve with a large enough effect in the polarisation, with a control signal flat, not every such curve was filed as active; inconclusive means small, poorly fitted or top-dose-only effect, or effect the other way, or a change in a side signal; inactive means no such curve, though single readings can be large or run the other way; the % refers to the polarisation; further: potency means the concentration at half of the fitted maximal effect; on the % scale 0 is the no-effect control and ±100 the full control effect
Target sequence (Q13526 whole entry, looked up): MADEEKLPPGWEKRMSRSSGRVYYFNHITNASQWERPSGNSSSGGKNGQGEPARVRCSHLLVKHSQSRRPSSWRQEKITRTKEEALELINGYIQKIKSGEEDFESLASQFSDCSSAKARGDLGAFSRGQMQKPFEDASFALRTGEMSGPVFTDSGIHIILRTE
G9a inh = G9a (human) methyltransferase inhibition. 8.8% of 350,000 active. Potency, µM (series often up to 102 µM), for the others: top-dose activity, negative = inhibition, hits mostly inhibitors. G9a H3K9 monomethylation, AlphaScreen, 2 h; further: potency means the concentration at half of the fitted maximal effect; on the % scale 0 is the no-effect control and ±100 the full control effect; nearly all actives have a fitted effect of over 75% in size
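Chemiluminescent proximity detection of H3K9 monomethylation, read after 10 min bead incubation in the dark. Reaction: 20 nM G9a, 500 nM biotin-H3K9 peptide, 20 uM SAM cofactor, 2 h, room temperature, following 15 min enzyme-compound preincubation.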
HP1b binding inh = blocks HP1-beta chromodomain binding to methylated histone tails. P83916. AlphaScreen HP1-beta / biotin-H3K9me3 peptide binding. Potency, µM (top dose mostly 114 µM), for the others: at the top dose activity change, negative = inhibition, usual class: inhibitors. 0.56% of 390,000 active. AID 540317; further: potency means the concentration at half of the fitted maximal effect; nearly all actives have a fitted effect of over 70% in size; inactives centre near 23
Target sequence (P83916 whole entry, looked up): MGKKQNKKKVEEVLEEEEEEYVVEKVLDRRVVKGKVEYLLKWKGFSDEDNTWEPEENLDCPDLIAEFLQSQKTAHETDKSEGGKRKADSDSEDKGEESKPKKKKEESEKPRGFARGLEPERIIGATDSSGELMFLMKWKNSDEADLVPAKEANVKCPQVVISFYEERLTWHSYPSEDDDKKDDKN
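HP1-beta protein (50 nM final) preincubated 30 min at room temperature with biotinylated H3(1-18)K9me3 peptide (50 nM) in PBS pH 7.4, 0.01% Tween-20, then compound added for 30 min. AlphaScreen streptavidin donor/nickel chelate acceptor beads (10 ug/mL final), 30 min dark, luminescence read.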
GLS inh = glutaminase GLS (human) inhibition | O94925 | GLS enzymatic activity, qHTS titration | Potency, µM (doses to about 45.5 µM), for inactives: at the highest dose activity change, negative = inhibition, actives largely listed as inhibitors | 0.21% of 410,000 active | AID 624170; further: potency means the concentration at half of the fitted maximal effect; on the % scale 0 is the no-effect control and ±100 the full control effect
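Read-out is an Amplex red fluorescence increase coupled through glutamate oxidase and HRP, measured before and after 30 min room-temperature incubation. hKGA is in 45 mM KH2PO4 (pH 8.2) with 0.02% Tween-20; glutamine added as 1mM solution.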
The depositor's hits bear a star; i = inactive; u = inconclusive; x = not tested or not shown; [ ] = remark or other dose. Unless noted, the call rests on the fitted dose curve; in most records, active means well fitted curve in the direction sought with a large enough effect; inconclusive means small, poorly fitted or top-dose-only effect, or another doubt; inactive means no such curve, though single readings can be large; an effect the other way counts as inactive or inconclusive.

1. O=C(OC1CCOC1=O)C1CCN(S(=O)(=O)c2ccc(Cl)c(C(F)(F)F)c2)CC1 (stereo not drawn)
2. CCOC(=O)CN1CC23C=CC(O2)C(C(=O)NC2CCCC2)C3C1=O (stereo not drawn)
3. O=C(Nc1ccc2nc(SCC(=O)N3CCCC3)sc2c1)c1cccc(Cl)c1
4. Cn1ccnc1CN1CCN(C(=O)c2cc(COc3ccc(F)c(F)c3)on2)CC1
5. COc1ccc(-c2cc(C(=O)N(C)Cc3ccc(OC)c(OC)c3OC)c3ccccc3n2)cc1OC

assay / compound,1,2,3,4,5
JMJD2A Tudor inh,-3%,-6%,-2%,-18%,-21%
BAZ2B block,10%,25%,-22%,-14%,x
ERG-DNA inh,-3%,-5%,0%,-16%,4%
PI4K2A inh,-2,-5,-1,2,-2
Tb PGK inh,-14%,2%,-10%,-3%,0%
Pin1 inhibitor,-5%,-8%,14%,-2%,-1%
G9a inh,u,45µM*,3%[59 µM],x,x
HP1b binding inh,4%,44%[activator],48%[activator],14%,39%
GLS inh,5%,0%,-10%,5%,1%

6. S=C(NCc1ccco1)N/N=C/c1ccccc1Cl
7. CCC1CCc2c(sc(NC(=O)C3CC=CCC3C(=O)O)c2C#N)C1 (stereo not drawn)
8. O=C(COc1ccccc1)NCC(=O)N/N=C/c1ccc(Br)cc1
9. O=C(c1cccs1)N(Cc1cccc(Cl)c1)C1CCS(=O)(=O)C1 (stereo not drawn)
10. Cc1cc(C)c(NC(=O)Cn2c(=O)n(CC(=O)NCc3ccccc3Cl)c(=O)c3sccc32)c(C)c1

assay / compound,6,7,8,9,10
JMJD2A Tudor inh,12%,u,2%,-7%,9%
BAZ2B block,u,-35%,21%,x,1%
ERG-DNA inh,0%,2%,-6%,-14%,1%
PI4K2A inh,-1,0,-4,3,-4
Tb PGK inh,2%,u,-4%,4%,x
Pin1 inhibitor,u,-1%,-1%,0%,46%[activator]
G9a inh,6%[59 µM],u,38%[activator],2%[59 µM],1%[59 µM]
HP1b binding inh,-14%,4%,30%,31%,27%
GLS inh,19%,13%,-10%,3%,-6%

11. COc1cc(OC)nc(NC(=O)COC(=O)C2CCCCC2)n1
12. Cc1cc(C)n(CCCNC(=O)COc2ccc([N+](=O)[O-])cc2)n1
13. CC1(C)SCC(C(=O)O)N1C=O (stereo not drawn)
14. O=C(NC1CCCCC1)c1cc(S(=O)(=O)N2CCOCC2)c(Cl)cc1Cl
15. CCN=C1SC(CC(=O)Nc2sc3c(c2C#N)CCCC3)C(=O)N1CC (stereo not drawn)

assay / compound,11,12,13,14,15
JMJD2A Tudor inh,-13%,-4%,-1%,u,-8%
BAZ2B block,12%,x,-2%,9%,x
ERG-DNA inh,-2%,-1%,1%,0%,-3%
PI4K2A inh,-1,2,-7,-3,-1
Tb PGK inh,-6%,4%,-8%,-6%,0%
Pin1 inhibitor,4%,6%,0%,0%,15%
G9a inh,3%,x,5%[12.7 µM],-9%,-14%[59 µM]
HP1b binding inh,56%[activator],32%[activator],19%,82%[activator],21%
GLS inh,-9%,1%,0%,-1%,5%

16. CNC(=O)C(=O)NCC1OCCN1S(=O)(=O)c1ccc(OC)c(OC)c1 (stereo not drawn)
17. CC(C)n1c(=O)[nH]c2ccccc21
18. COc1ccc(-c2nn3c(-c4cccc(C)c4)nnc3s2)cc1OC
19. Cc1ccccc1NC(=O)Cc1nc(COC(=O)c2cc(Br)ccc2O)cs1
20. CCc1ccc(C)[n+](CC(=O)c2cccs2)c1

assay / compound,16,17,18,19,20
JMJD2A Tudor inh,-6%,-13%,-18%,-3%,5%
BAZ2B block,-1%,-6%,x,1%,0%
ERG-DNA inh,-4%,-4%,2%,12%,0%
PI4K2A inh,3,4,0,4,-10
Tb PGK inh,-5%,-2%,i,-9%,-4%
Pin1 inhibitor,-9%,3%,0%,16%,-3%
G9a inh,37%,8%,x,9%[12.7 µM],19%
HP1b binding inh,36%,19%,41%[activator],36%,34%
GLS inh,-6%,2%,-5%,-4%,-5%

21. COC(=O)c1cc(Br)ccc1-c1ccc(/C=N/n2nnnc2N)o1
22. O=C(Nc1ccccc1)C1CC(=O)N(C2CCCCC2)C1 (stereo not drawn)
23. O=C1OCc2cc(NS(=O)(=O)c3cccs3)ccc21
24. Cc1nc(C(=O)NC(C)C)nn1-c1cc(Cl)cc(Cl)c1
25. CSc1nsc(SC)c1C(=O)OCC(F)(F)F

assay / compound,21,22,23,24,25
JMJD2A Tudor inh,-17%,-4%,-10%,-19%,40%[activator]
BAZ2B block,-25%,-8%,2%,-1%,3%
ERG-DNA inh,x,-3%,x,-12%,7%
PI4K2A inh,0,1,-2,-2,-3
Tb PGK inh,-3%,-1%,x,-2%,-11%
Pin1 inhibitor,1%,-1%,-9%,-7%,-2%
G9a inh,14%[59 µM],-18%,7%[12.7 µM],-5%,35%[59 µM]
HP1b binding inh,10%,25%,34%,29%,54%[activator]
GLS inh,24%,2%,-5%,5%,1%

Later entries:
No.	compound	JMJD2A Tudor inh	BAZ2B block	ERG-DNA inh	PI4K2A inh	Tb PGK inh	Pin1 inhibitor	G9a inh	HP1b binding inh	GLS inh
26	CCN(CC)CCOC(=O)c1ccc(Nc2c3c(nc4ccccc24)CCC3)cc1	-30%	x	3%	4	i	-1%	u	33%	-1%
27	CC(=O)Oc1ccc(N2C(=O)C3C(C2=O)C2C=CC3C23CC3)cc1[N+](=O)[O-] (stereo not drawn)	-13%	-5%	6%	1	x	1%	x	12%	-23%
28	O=C(COc1ccc(S(=O)(=O)NCc2ccccc2)cc1)N1CCOCC1	-3%	2%	x	4	x	0%	10%[59 µM]	21%	-2%
29	CCCN1C(=O)/C(=C/c2ccc(C)s2)SC1=Nc1ccc(OC)cc1	u	u	6%	5	-1%	29%	-49%	-18%	-6%
30	O=C(O)C1OC(C(=O)O)C(C(=O)O)C1C(=O)O (stereo not drawn)	20µM*	x	4%	-1	-4%	x	x	-13%	1%
31	CCCSc1ncnc2c1c(-c1ccccc1)cn2-c1ccccc1OC	1%	11%	0%	-3	-4%	-5%	-2%[59 µM]	40%[activator]	9%
32	Cc1ccccc1N(C=O)c1ccccc1C	-8%	x	0%	-2	4%	7%	x	3%[57 µM]	5%
33	O=C1CC2(CCN(C(=O)COc3ccccc3)CC2)Oc2ccccc21	5%	-4%	-1%	-3	-5%	-7%	9%[0.501 µM]	19%	4%
34	CC(=O)N1CCCN(Cc2cn(-c3cccc(C)c3)nc2-c2cccc(F)c2)CC1	-18%	-18%	5%	2	6%	1%	-3%	9%	9%
35	C=C(C)c1cccc(C(C)(C)NC(=O)N2CCCC(C)C2)c1 (stereo not drawn)	-2%	4%	11%	3	-9%	-5%	-25%[59 µM]	23%	2%
36	O=C(CN(Cc1ccc(Br)cc1)S(=O)(=O)c1ccccc1)NCc1cccnc1	-15%	-4%	-2%	0	-8%	2%	x	9%	4%
37	Cc1nc2ccccc2nc(=O)c1NNc1ccc([N+](=O)[O-])cc1	-15%	-12%	3%	-4	0%	u	x	9%	0%
38	C#Cc1ccc([C@@H]2C=C(C(=O)N3CCN(Cc4ccc5c(c4)OCO5)CC3)O[C@H](OCCCCO)C2)cc1	-36%	u	-21%	-6	-7%	1%	-1%[12.7 µM]	4%	-1%
39	Cc1ccc(NC(=O)CN2C(=O)CSC2=O)cc1	-8%	6%	3%	4	-9%	-3%	8%[59 µM]	30%	0%
40	CC1(CC(=O)O)SC(=O)NC1=O (stereo not drawn)	-13%	11%	0%	0	-3%	1%	-18%[0.0925 µM]	20%	-1%
41	CCOc1cc(C(=O)N[C@@H](C)C(=O)N2CCC3(CC2)NCCc2[nH]cnc23)cc(OCC)c1OCC	-8%	-16%	9%	7	-10%	-5%	x	20%	-24%
42	C=CCC[C@H](Cc1ccc(F)cc1)C(=O)OC[C@H](C)NC(=O)[C@@H](CC=C)CC(=O)N[C@H](CO)Cc1ccccc1	-6%	x	-1%	-1	i	2%	x	39%[activator]	-4%
43	Cc1ccc(Nc2cc(=O)oc3ccccc23)c(C)c1	7%	10%	-8%	3	-6%	7%	13%[59 µM]	20%	x
44	Cc1ccc2c(c1)[C@H]1[C@H](CO2)[C@H](c2ccccc2)[C@]2(C)C(=O)N(C)CC(=O)N12	-24%	x	5%	0	0%	4%	x	25%	7%

By substructure, the compounds so far with a nitro group on carbon
No.	compound	JMJD2A Tudor inh	BAZ2B block	ERG-DNA inh	PI4K2A inh	Tb PGK inh	Pin1 inhibitor	G9a inh	HP1b binding inh	GLS inh
12	Cc1cc(C)n(CCCNC(=O)COc2ccc([N+](=O)[O-])cc2)n1	-4%	x	-1%	2	4%	6%	x	32%[activator]	1%
27	CC(=O)Oc1ccc(N2C(=O)C3C(C2=O)C2C=CC3C23CC3)cc1[N+](=O)[O-] (stereo not drawn)	-13%	-5%	6%	1	x	1%	x	12%	-23%
37	Cc1nc2ccccc2nc(=O)c1NNc1ccc([N+](=O)[O-])cc1	-15%	-12%	3%	-4	0%	u	x	9%	0%

Some of the entries so far, with values under each structure:
Values run as follows: JMJD2A Tudor inh	BAZ2B block	ERG-DNA inh	PI4K2A inh	Tb PGK inh	Pin1 inhibitor	G9a inh	HP1b binding inh	GLS inh
40	CC1(CC(=O)O)SC(=O)NC1=O (stereo not drawn)
    -13%	11%	0%	0	-3%	1%	-18%[0.0925 µM]	20%	-1%
41	CCOc1cc(C(=O)N[C@@H](C)C(=O)N2CCC3(CC2)NCCc2[nH]cnc23)cc(OCC)c1OCC
    -8%	-16%	9%	7	-10%	-5%	x	20%	-24%
